TrxR1 substrate – is turned over as a substrate by rat TrxR1. O89049. purified TrxR1 substrate turnover, NADPH consumption readout. Potency, µM (top dose mostly 114 µM), inactives show at the top dose activity change, negative = substrate turnover. 390,000 compounds, 0.01% hits. AID 588456; note: potency is the fitted concentration of half-maximal effect; % is set by controls: 0 for no effect and ±100 for the full control effect; nearly all actives have a fitted effect of over 50% in size
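Rat TrxR1, dispensed at 90 nM, was prereduced with 400 uM NADPH (final) for 5 min at ~22 deg C, then incubated with compound 15 min before 400 uM selenite. A first-read NADPH fluorescence drop versus no-compound background flagged substrates.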
LDHA block – inhibitors of human lactate dehydrogenase A; P00338; purified LDHA, NADH/diaphorase-resazurin fluorescence; stronger effect = lower value; AID 1347041; activity change, % (values are at about 110 or 230 µM); 480,000 compounds, 0.15% hits; in the data active = activity change below about -30%; inconclusive = mostly about -25% to -30%;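 note: plate controls were DMSO wells for no effect and wells without enzyme for full effect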
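Enzyme activity of human lactate dehydrogenase 5 (2 nM; 0.06 mM NADH, 0.2 mM pyruvate, 5 min, RT) is measured via a resazurin/diaphorase fluorescence readout of residual NADH.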
rTrxR1 inhibitor – blocks rat thioredoxin reductase 1. AID 588453. recombinant rTrxR1, NADPH fluorescence consumption, selenite substrate. 390,000 compounds, 1% hits. Potency, µM (highest dose often 114 µM), for the others: top-dose activity change, negative = inhibition, usual class: inhibitors. O89049; note: potency is the fitted concentration of half-maximal effect; % is set by controls: 0 for no effect and ±100 for the full control effect; nearly all actives have a fitted effect of over 65% in size
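Rat TrxR1 (90 nM in the dispensed reagent) was pre-reduced with 400 uM NADPH for 5 min at room temperature, then incubated with compound for 15 min. After 400 uM selenite was added, NADPH fluorescence (Ex 340/Em 450 nm) was followed for 8 min.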
USP1-UAF1 inh – inhibitors of human USP1/UAF1 deubiquitinase | recombinant USP1/UAF1, Ub-Rhodamine cleavage fluorescence | Potency, µM (series often up to 57.1 µM), inactives show at the highest dose activity change, negative = inhibition, actives largely listed as inhibitors | 390,000 compounds, 0.23% hits | AID 743255; note: potency is the fitted concentration of half-maximal effect; % is set by controls: 0 for no effect and ±100 for the full control effect; nearly all actives have a fitted effect of over 60% in size; inactives centre near -12
Target sequence (O94782 whole entry, looked up): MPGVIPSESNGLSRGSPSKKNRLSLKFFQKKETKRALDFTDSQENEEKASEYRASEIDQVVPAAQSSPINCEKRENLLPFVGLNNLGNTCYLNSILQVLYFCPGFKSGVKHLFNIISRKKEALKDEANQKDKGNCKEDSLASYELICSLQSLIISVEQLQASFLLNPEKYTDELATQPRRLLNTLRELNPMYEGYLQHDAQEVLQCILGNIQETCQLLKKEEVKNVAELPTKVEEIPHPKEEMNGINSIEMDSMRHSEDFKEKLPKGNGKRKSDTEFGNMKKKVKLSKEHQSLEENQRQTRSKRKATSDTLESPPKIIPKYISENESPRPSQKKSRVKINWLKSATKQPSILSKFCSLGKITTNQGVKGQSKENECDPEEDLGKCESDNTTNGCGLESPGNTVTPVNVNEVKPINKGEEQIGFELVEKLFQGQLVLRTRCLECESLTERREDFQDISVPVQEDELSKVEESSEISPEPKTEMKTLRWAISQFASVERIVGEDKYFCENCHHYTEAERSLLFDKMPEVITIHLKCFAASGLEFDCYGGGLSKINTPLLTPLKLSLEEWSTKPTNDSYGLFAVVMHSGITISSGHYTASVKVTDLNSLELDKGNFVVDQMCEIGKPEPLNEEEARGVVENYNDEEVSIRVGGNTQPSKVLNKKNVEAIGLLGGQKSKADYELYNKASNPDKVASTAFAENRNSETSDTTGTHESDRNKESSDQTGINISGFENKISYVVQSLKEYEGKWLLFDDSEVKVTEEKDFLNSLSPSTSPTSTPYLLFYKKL
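High-throughput fluorogenic screen: 1nM USP1/UAF1 complex, Ub-Rho substrate 150nM final, 50mM HEPES pH 7.8 with 0.5mM EDTA, 0.1 mg/ml BSA, 1mM TCEP and 0.01% Tween-20.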
RGS4 inh – inhibitors of human regulator of G protein signaling 4. P49798. Transcreener GDP fluorescence polarization, RGS4-accelerated GTP hydrolysis. Potency, µM (doses to about 114 µM), for inactives: at the highest dose activity change, negative = inhibition, actives largely listed as inhibitors. 390,000 compounds, 0.039% hits; note: potency is the fitted concentration of half-maximal effect; % is set by controls: 0 for no effect and ±100 for the full control effect; nearly all actives have a fitted effect of over 75% in size; some results filed as inactive show a strong effect at the top dose
Target sequence (P49798 whole entry, looked up): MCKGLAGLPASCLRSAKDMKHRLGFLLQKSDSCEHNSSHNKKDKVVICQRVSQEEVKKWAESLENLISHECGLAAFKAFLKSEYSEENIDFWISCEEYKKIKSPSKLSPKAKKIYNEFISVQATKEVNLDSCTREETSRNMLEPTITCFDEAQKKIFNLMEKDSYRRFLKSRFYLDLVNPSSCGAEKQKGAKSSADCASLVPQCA
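MLSMR compounds (23 nl, pin-transferred) preincubated 10 min at room temperature with a 500nM (2x) first reagent, then RGS4 at 900nM (2x) plus Transcreener GDP mix added; fluorescence polarization (620/688 nm) read before and after 90 min at 30 °C.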
Vif-A3F inh – inhibitors of Vif-A3F interaction; HeLa A3F-eYFP + Vif (tagged APOBEC3F with the HIV-1 protein that degrades it), YFP fluorescence increase; AID 602313; 390,000 compounds, 0.2% hits; Potency, µM (top dose mostly 46.1 µM), for the others: top-dose activity, negative = active; note: potency is the fitted concentration of half-maximal effect; % of control where 0% means no effect; nearly all actives have a fitted effect of over 65% in size
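Fluorescence increase (Ex 488/Em 500-530) after overnight compound treatment at 37 deg C flags inhibition of Vif-driven A3F-eYFP loss in stable HeLa A3F-eYFP/Vif cells seeded overnight beforehand.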
GRP78 ERSR act – inducers of ER stress response in human glioma cells. U87-MG GRP78 promoter luciferase reporter, 16 h. 420,000 compounds, 0.02% hits. Potency, µM, without a hit: at the highest dose activation, actives largely listed as activators; note: potency is the fitted concentration of half-maximal effect; series mostly up to about 76 µM; % of control where 0% means no effect; nearly all actives have a fitted effect of over 35% in size
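ERSR induction read as luciferase luminescence (Bright-Glo, 10 min at room temperature) in stably transfected human U87-MG glioma cells exposed to compounds for 16 h, using GRP78 as sensor.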
mIDH1 inhibitor – blocks human mutant IDH1 R132H enzyme | IDH1-R132H enzyme, NADPH consumption, diaphorase/resazurin fluorescence | Potency, µM (highest dose often 76.6 µM), without a hit: top-dose activity change, negative = inhibition, most hits filed as inhibitors | 390,000 compounds, 0.093% hits | AID 602179; note: potency is the fitted concentration of half-maximal effect; % is set by controls: 0 for no effect and ±100 for the full control effect; nearly all actives have a fitted effect of over 65% in size
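IDH1-R132H (0.5 ug/mL dispensed) in pH 7.5 Tris buffer was preincubated 30 min with compound, then given a substrate mix of 0.016 mM NADPH and 2 mM alpha-KG for 80 min at room temperature; remaining NADPH was read by diaphorase/resazurin fluorescence.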
Vif-A3G inh – blocks the Vif interaction with human APOBEC3G. Q9HC16. HeLa A3G-eYFP + Vif (tagged APOBEC3G with the HIV-1 protein that degrades it), YFP fluorescence, overnight. Potency, µM (top dose mostly 46.1 µM), for the others: at the top dose activity, negative = active, hits mostly inhibitors. 410,000 compounds, 0.076% hits. AID 602310;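 note: potency is the fitted concentration of half-maximal effect; % is set by controls: 0 for no effect and ±100 for the full control effect; nearly all actives have a fitted effect of over 60% in size; hits raise eYFP signal because A3G escapes Vif-driven loss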
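HeLa cells stably expressing Vif and C-terminally eYFP-tagged A3G, seeded overnight at 37 deg C, then exposed to compound by pintool overnight at 37 deg C. Rise in yellow fluorescence (Ex 488/Em 500-530, Acumen) marks blocked Vif-driven A3G degradation.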
* = called active by the depositor; ? = inconclusive; . = not tested or not shown; & = joins results of further samples; [ ] = remark or other dose. Unless noted, calls come from the whole dose curve; as a rule, active = well fitted curve in the direction sought with a large enough effect; inconclusive = small, poorly fitted or top-dose-only effect, or another doubt; inactive = no such curve, though single readings can be large; an effect the other way counts as inactive or inconclusive.

SMILES	TrxR1 substrate	LDHA block	rTrxR1 inhibitor	USP1-UAF1 inh	RGS4 inh	Vif-A3F inh	GRP78 ERSR act	mIDH1 inhibitor	Vif-A3G inh
COc1ccc(Cl)cc1-n1c(=S)sc2c(=O)[nH]c(SCC(=O)C(C)(C)C)nc21	-5%	-1	8%	-25%	-32%	-9%	2%	-2%	6%
C(=N\N=C\c1ccccn1)/c1ccccn1	-2%	-3	15%	-23%	-21%[56.9 µM]	0%	2%	-10%	-6%
O=C(NCc1ccccc1Cl)c1ccc2c(c1)N(Cc1ccccc1)CCS2	64%[activator]	2	58%[activator]	-18%	-15%	4%	-4%	0%	-1%
COc1cc(-c2ccc3sc(-c4ccsc4)c(C#CCO)c3c2)cc(OC)c1OC	14%[57.1 µM]	6	14%[57.1 µM]	-32%	2%	4%	-7%	12%	-1%
CCOc1ccc(/C=N/NC(=O)c2nnn(-c3nonc3N)c2CN(C)C2CCCCC2)cc1	-2%	-2	11%	-16%	14%	-5%	-5%	-19%	3%
COCCOc1ccc(C(F)(F)F)cc1NC(=O)CN1C(=O)NC2(CCCc3ccccc32)C1=O (stereo not given)	-6%	10	8%	-21%	-4%	-8%	-3%	1%	-8%
COC(=O)c1cc2n(n1)CCN(Cc1ccc(OC)cc1)C2=O	-8%	0	17%[57.1 µM]	-5%	-22%	-8%	-4%	0%	-1%
Cc1cc(C)nc(NC(=S)Nc2ccc(Br)cc2Cl)c1	12%[57.1 µM]	-8	26%[57.1 µM]	-3%	-25%	?	-2%	2%	1%
CCN(c1ccccc1)S(=O)(=O)c1ccc(Cl)c(NC(=O)CSc2ncn[nH]2)c1	0%	-9	1%	-9%	8%	-17%	-4%	11%	1%
O=C(Nc1nc(-c2ccc(Oc3ccccc3)cc2)cs1)C1=COCCO1	6%	-8	4%	-28%	9%	-1%	1%	2%	2%
COc1ncnc2c1oc1nc(C)c3c(c12)CC(C)(C)OC3	-19%[57.1 µM]	4	10%[57.1 µM]	-5%	7%	4%	-4%	5%	4%
COc1ccc(S(=O)(=O)Nc2c(C)ccc3nsnc23)cc1OC	9%[57.1 µM]	1	10%[57.1 µM]	-6%	-41%	2%	-1%	3%	-6%
O=C(COC(=O)c1ccc(Cl)cc1)NCC1CCCCC1	-8%	-2	4%[57.1 µM]	?	-14%	8%	-4%	3%	-3%
CCOc1ccccc1Nc1nc(-c2sc(NC(=O)c3ccco3)nc2C)cs1	-6%	-1	6%	?	-26%	3%	0%	0%	-4%
Cc1ccn2cc(CC(=O)O)nc2c1	1%[57.1 µM]	2	-1%[57.1 µM]	-3%	-1%	11%	-5%	1%	1%
CSc1ncccc1C(=O)OCCCC(=O)c1ccc(F)cc1	0%	-1	21%	2%	8%	?	-7%	10%	-1%
Cc1ccc(S(=O)(=O)NCc2c(Cl)cccc2Oc2ccccc2)cc1	5%[57.1 µM]	-5	4%[57.1 µM]	-23%	-20%	11%	-4%	2%	1%
CCc1ccccc1NC(=O)C(=O)c1cc(C)n(-c2ccccc2F)c1C	14%	7	10%	6%	0%	3%	2%	14%	2%
O=C(Nc1ccc(F)cc1)c1oc2ccccc2c1NC(=O)C1CC1	-5%	-11	12%	-17%	0%[56.9 µM]	-3%	-3%	0%	1%
O=C(CCc1nc(-c2ccccc2)no1)NCC1CCCO1 (stereo not given)	-6%	-2&5	-18%	-4%	-11%	?	-6%	2%	0%
S=C(Nc1ccccc1)N1CCn2c1nc1ccccc12	2%	-6	22%	-15%	-19%	1%	-1%	-5%	?
COc1cc(NC(=O)c2ccc(Cl)cc2Cl)ccc1-c1cc2ccccc2oc1=O	28%	1	12%	-16%	-26%	-12%	-5%	2%	-15%
C=CCN(CC=C)S(=O)(=O)c1ccc(F)cc1	-9%	-4	1%	1%	20%	-5%	-5%	-3%	1%
O=C(CCN1C(=O)c2ccccc2S1(=O)=O)N1CCN(c2ccccc2F)CC1	-4%[57.1 µM]	-3	-4%[57.1 µM]	-3%	30%	-10%	0%	0%	2%
O=C(Nc1ccc2oc(=O)ccc2c1)c1ccc(-c2ccc(Cl)cc2)o1	-12%	-7	?	6%	-10%	-9%	-2%	0%	1%
NC(=O)C1CN(C(=O)c2nn(Cc3ccccc3)c(=O)c3ccccc23)c2ccccc2O1 (stereo not given)	-11%	-2&-16	-3%	-13%	8%	4%	-4%	-5%	-1%
COc1ccc(Cl)cc1-c1n[nH]c(=S)n1C1CCCCC1	-4%	-4	-30%	-8%	-26%	-2%	-1%	-4%	1%
COc1ccc(-c2c3c(=O)n(C)c(=O)n(C)c3c3c(-c4ccccc4)nc4ccccc4n23)cc1	6%	-5	21%	-13%	3%	-1%	-1%	-7%	0%
Cc1cc(C(=O)NCC2CCCO2)sc1C (stereo not given)	-13%	-7	-10%	-3%	2%	-8%	-1%	-1%	0%
CCc1cc(=O)[nH]c(SCC(=O)NCc2ccc3c(c2)OCO3)n1	-6%	-5	-1%	-24%	5%	-12%	-4%	1%	-1%

12 structures already listed, sorted by molecular weight, high to low.
SMILES	TrxR1 substrate	LDHA block	rTrxR1 inhibitor	USP1-UAF1 inh	RGS4 inh	Vif-A3F inh	GRP78 ERSR act	mIDH1 inhibitor	Vif-A3G inh
COc1ccc(-c2c3c(=O)n(C)c(=O)n(C)c3c3c(-c4ccccc4)nc4ccccc4n23)cc1	6%	-5	21%	-13%	3%	-1%	-1%	-7%	0%
COc1cc(NC(=O)c2ccc(Cl)cc2Cl)ccc1-c1cc2ccccc2oc1=O	28%	1	12%	-16%	-26%	-12%	-5%	2%	-15%
O=C(CCN1C(=O)c2ccccc2S1(=O)=O)N1CCN(c2ccccc2F)CC1	-4%[57.1 µM]	-3	-4%[57.1 µM]	-3%	30%	-10%	0%	0%	2%
Cc1ccc(S(=O)(=O)NCc2c(Cl)cccc2Oc2ccccc2)cc1	5%[57.1 µM]	-5	4%[57.1 µM]	-23%	-20%	11%	-4%	2%	1%
O=C(Nc1ccc2oc(=O)ccc2c1)c1ccc(-c2ccc(Cl)cc2)o1	-12%	-7	?	6%	-10%	-9%	-2%	0%	1%
CCc1cc(=O)[nH]c(SCC(=O)NCc2ccc3c(c2)OCO3)n1	-6%	-5	-1%	-24%	5%	-12%	-4%	1%	-1%
O=C(Nc1ccc(F)cc1)c1oc2ccccc2c1NC(=O)C1CC1	-5%	-11	12%	-17%	0%[56.9 µM]	-3%	-3%	0%	1%
CSc1ncccc1C(=O)OCCCC(=O)c1ccc(F)cc1	0%	-1	21%	2%	8%	?	-7%	10%	-1%
COc1ccc(Cl)cc1-c1n[nH]c(=S)n1C1CCCCC1	-4%	-4	-30%	-8%	-26%	-2%	-1%	-4%	1%
O=C(CCc1nc(-c2ccccc2)no1)NCC1CCCO1 (stereo not given)	-6%	-2&5	-18%	-4%	-11%	?	-6%	2%	0%
S=C(Nc1ccccc1)N1CCn2c1nc1ccccc12	2%	-6	22%	-15%	-19%	1%	-1%	-5%	?
C=CCN(CC=C)S(=O)(=O)c1ccc(F)cc1	-9%	-4	1%	1%	20%	-5%	-5%	-3%	1%

Next section.
SMILES	TrxR1 substrate	LDHA block	rTrxR1 inhibitor	USP1-UAF1 inh	RGS4 inh	Vif-A3F inh	GRP78 ERSR act	mIDH1 inhibitor	Vif-A3G inh
COc1cccc(NC(=O)c2sc3nc(N4CCOCC4)c4c(c3c2N)CC(C)(C)OC4)c1	34%[activator]	-6	0%	-15%	-18%	-3%	-4%	-5%	0%
COc1ccc(CNC(=O)C(C)N2C(=O)NC(c3ccccc3)(c3ccccc3)C2=O)cc1 (stereo not given)	-6%	-5	5%	-27%	13%	0%	-3%	-18%	-9%
CCCc1cc(=O)n2c(C(=O)Nc3ccc(OCC)cc3)c(C(=O)Nc3ccc(C)cc3)sc2n1	10%	-3	19%	-4%	-12%	-18%	0%	-12%	-5%
COC(=O)c1cc2ccsc2n1Cc1ccccc1F	-3%	-3	7%	-20%	3%	-5%	4%	3%	-20%
COc1ccc(C(=O)C=Cc2ccc3c(c2)OCO3)cc1OC	.	-2	.	-21%	.	2%	?	7%	-3%
O=C(C1CCN(CCCc2ccccc2)CC1)N1CCCCC1	-1%	-20	8%	-5%	?	-14%	-2%	9%	0%
CCOc1ccc(S(=O)(=O)NCCC(=O)Nc2cccc(C(=O)OC)c2)cc1	6%[57.1 µM]	-7	3%[57.1 µM]	-4%	16%	8%	3%	16%	-1%
CC(C)(C)c1cc[n+](CC(=O)Nc2cc(C(F)(F)F)ccc2N2CCOCC2)cc1	11%	-5	23%	-17%	0%	-28%	-2%	-1%	1%
O=C(c1ccc2oc(CCCc3ccccc3)nc2c1)N1CCCCC1CO (stereo not given)	-8%	-7	-9%	2%	10%	-13%	4%	-2%	-1%

Bioassay records from PubChem BioAssay.

An excerpt; the hit share may differ from the screen's.
